Assay outcomes (PubChem BioAssay)
LANA DNA inh = inhibitors of KSHV C-LANA binding to DNA, primary screen, biochemical, fluorescence polarization, FAM-LBS DNA, MBP-C-LANA, single point. Kaposi's sarcoma herpesvirus LANA C-terminal domain (residues 932-1162) DNA binding. inhibition, % at 9 µM. actives 0.078% (n = 340,000). AID 504423, 2011;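 active = highest replicate inhibition at or above 60% at 9 µM, even if other replicates fall short; inactive = all replicates below 60% inhibition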;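 note: 0% = neutral control wells and 100% = 4 µM acridine orange control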
Wnt bcat act = Wnt/beta-catenin pathway activators, primary screen, cell-based, plate reader, single point | Wnt/beta-catenin reporter cell assay, activator | actives 1.2% (n = 300,000) | AID 743398, 2014 | activation, % at 9.35 µM; in the data active = activation above about 30%, passing the limit was not always enough; inconclusive = no clear call, values can overlap the other calls;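 note: 0% = neutral control wells and 100% = positive control wells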
V-ATPase pH = regulators of yeast V-ATPase proton pumping, primary screen, pHLuorin cytosolic pH fluorescence. S. cerevisiae. response, % at 10 µM. actives 0.37% (n = 350,000). AID 504577, 2011; in the data active = response mostly above about 7.3%, no sharp cut-off; inactive = mostly below about 5.4%; note: actives read high; inactives centre near 0; some compounds called inactive have numbers as strong as hits; reference of the scale not given here
OPRM1-OPRD1 inv = inverse agonists of MOR-DOR heterodimerization, primary screen, cell-based, luminescence; Mu-type opioid receptor (Homo sapiens) + Delta-type opioid receptor (Homo sapiens), …; cell-based MOR-DOR heterodimer luminescence, inverse agonism; inhibition, % at 9.3 µM; actives 0.21% (n = 340,000); AID 504357, 2011; in the data active = inhibition above about 22%, passing the limit was not always enough;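 note: 0% = cells with DMSO and 100% = wells without cells with DMSO; values of inactives mirror those of a sister screen read the other way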
Target sequence (P35372 whole entry, looked up): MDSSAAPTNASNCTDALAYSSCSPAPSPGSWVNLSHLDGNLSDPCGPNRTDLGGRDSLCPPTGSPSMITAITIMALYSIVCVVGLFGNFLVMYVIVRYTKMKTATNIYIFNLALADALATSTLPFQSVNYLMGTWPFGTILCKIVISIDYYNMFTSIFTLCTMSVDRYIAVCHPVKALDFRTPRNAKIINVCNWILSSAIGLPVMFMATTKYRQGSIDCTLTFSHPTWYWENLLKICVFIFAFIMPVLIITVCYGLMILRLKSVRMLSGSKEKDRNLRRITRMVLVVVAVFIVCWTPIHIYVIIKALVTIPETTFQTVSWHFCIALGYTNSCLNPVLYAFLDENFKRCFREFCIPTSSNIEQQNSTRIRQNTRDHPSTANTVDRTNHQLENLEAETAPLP
Target sequence (P41143 whole entry, looked up): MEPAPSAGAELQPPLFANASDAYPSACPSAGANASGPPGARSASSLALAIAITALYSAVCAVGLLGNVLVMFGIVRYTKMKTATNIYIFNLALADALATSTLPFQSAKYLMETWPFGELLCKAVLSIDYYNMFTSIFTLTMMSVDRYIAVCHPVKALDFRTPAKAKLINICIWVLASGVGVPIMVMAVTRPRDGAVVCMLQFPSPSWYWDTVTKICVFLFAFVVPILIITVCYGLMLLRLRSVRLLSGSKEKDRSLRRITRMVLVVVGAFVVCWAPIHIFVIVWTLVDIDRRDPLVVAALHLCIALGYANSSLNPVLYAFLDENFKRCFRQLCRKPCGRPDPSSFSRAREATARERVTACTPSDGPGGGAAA
Cardiac RTF inh = cardiac RTF calcium sensitivity inhibitors, primary screen, biochemical, IANBD-TnC fluorescence, EC70 calcium; IANBD-labeled cardiac RTF, Ca2+ fluorescence; inhibition, % at 7.15 µM; actives 0.12% (n = 340,000);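 active = inhibition above the mean inhibition of all tested compounds plus 3 SD, cut at about 17% in these data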;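 note: assay run at fixed EC70 calcium of 1.6 mM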
cardiac RTF act = cardiac RTF calcium sensitivity activators, primary screen, biochemical, IANBD-TnC fluorescence, EC20 calcium; activation, % at 7.2 µM; actives 0.24% (n = 340,000); IANBD-labeled TnC RTF fluorescence at EC20 calcium; 0% EC20 calcium, 100% full calcium;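 active = activation above the mean over all tested compounds plus 3 SD, cut at about 30% in these data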;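 note: rise in fluorescence read as greater calcium sensitivity of cardiac thin filaments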
Keap1 Nrf2 FP = Keap1-Nrf2 protein-protein interaction inhibitors, primary screen, biochemical, fluorescence polarization, single point; Keap1 Kelch-Nrf2 peptide fluorescence polarization, 1536-well; inhibition, % at 9.4 µM; actives 0.15% (n = 340,000); AID 504523, 2011; in the data active = inhibition above about 12%; inconclusive = no clear call, values can overlap the other calls; inactive = below about 7.3%;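 note: human Keap1 Kelch domain with fluorescein labeled Nrf2 9mer peptide probe; 0% = neutral control wells and 100% = peptide positive control; higher means more block of Keap1 binding to Nrf2 peptide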
Arrestin-AP2 inh = inhibitors of beta-arrestin/AP2 binding, primary screen, biochemical, GPCR trafficking, flow cytometry. FITC-arrestin peptide / GST-AP2 beads; AP2 beta2 appendage carries R879A mutation. AID 504490, 2011. beta-arrestin 1 C-terminal peptide binding to AP2 beta2-adaptin appendage (human). inhibition, % at 10 µM. actives 0.31% (n = 340,000);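 active = inhibition above a set limit, near 3 SD of compounds lacking own fluorescence, cut at about 54% in these data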;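 note: plate controls were DMSO wells for no effect and 5 µM unlabelled arrestin peptide for full effect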
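Assay system: GST-AP2 R879A bound to glutathione beads, E. coli-expressed; Medium: PBS with 0.05% Tween 20 and 0.1% BSA; Also added: fluorescein-tagged arrestin peptide at 50 nM final; Timing: 12 min plus 1 h, RT; Measured by: flow cytometry, FL1 (488/535 nm); Evaluation: percent drop in bead-associated FITC signal.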
Pemphigus Ab inh = inhibitors of pemphigus antibody binding to DSG3, primary screen, biochemical, bead-based, flow cytometry, scFv-GFP. Desmoglein-3 (Homo sapiens), P32926. DSG3-coupled beads, scFv-anti-DSG3-GFP binding; active compounds read low. binding (percent of control), % at 10 µM. actives 0.48% (n = 310,000). AID 588358, 2011;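 active = binding more than 3 SD below its plate's average and above zero; inconclusive = below that plate limit but binding exactly zero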;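 note: hits lower antibody fragment binding to DSG3; some compounds called inactive have numbers as strong as hits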
OPRM1-OPRD1 ag = agonists of OPRM1-OPRD1 heterodimerization, primary screen, cell-based, luminescence | AID 504326, 2011 | cells | activation, % at 9.3 µM | actives 0.3% (n = 340,000) | Mu-type opioid receptor (Homo sapiens) + Delta-type opioid receptor (Homo sapiens), …; in the data active = activation above about 18%;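 note: 0% = vehicle-treated cells and 100% = reference agonist; values of inactives mirror those of a sister screen read the other way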
* hit, by the source's call; u = inconclusive; x = no result given.

No.	cardiac RTF act	Cardiac RTF inh	V-ATPase pH	Arrestin-AP2 inh	OPRM1-OPRD1 ag	Pemphigus Ab inh	Keap1 Nrf2 FP	Wnt bcat act	OPRM1-OPRD1 inv	LANA DNA inh	SMILES
1	2	-3	-3	5	-1.4	108	2	x	7	-2.2	O=C(COc1ccc(Br)cc1)N1CCC(c2ccccc2)C1 (centres undefined)
2	11	-5	0	-12	0.0	100	-6	-2	0	-0.1	COc1ccccc1N1CCN(C(=O)CN2C(=O)c3cccc4cccc(c34)C2=O)CC1
3	x	x	-1	-6	x	95	-1	4	x	0.1	O=C1NCCCC1C(=O)N/N=C/c1cccc([N+](=O)[O-])c1 (centres undefined)
4	-4	-6	0	12	-1.8	103	0	40*	9	-0.8	CCOC(=O)C1CCN(C(=O)c2cc(COc3ccc(OC)c4ccccc34)on2)CC1
5	1	-3	3	8	1.1	116	0	0	-6	0.7	COc1ccc(C(=O)NC(=S)Nc2ccc3oc(=O)ccc3c2)cc1OC
6	5	-13	0	41	0.3	101	0	x	-1	-0.8	CC(C)(C)NC(=O)/C=N/O
7	1	-2	13*	8	4.8	103	-3	-2	-19	1.0	O=C(Nc1ccccc1C(=O)Nc1ccncc1)c1cccc([N+](=O)[O-])c1
8	-1	-6	-1	-6	-2.8	112	-1	-2	11	6.0	CN(C)CCNC(C(=O)Nc1cccc(S(=O)(=O)N2CCOCC2)c1)c1ccccc1 (centres undefined)

More structures:
No.	cardiac RTF act	Cardiac RTF inh	V-ATPase pH	Arrestin-AP2 inh	OPRM1-OPRD1 ag	Pemphigus Ab inh	Keap1 Nrf2 FP	Wnt bcat act	OPRM1-OPRD1 inv	LANA DNA inh	SMILES
9	-2	-14	0	-11	-1.3	77	3	-1	9	1.2	Cc1cc(SCC(=O)OCC(=O)N(C)c2ccccc2)nc2ccccc12
10	7	3	-2	-12	0.5	x	0	-1	-3	1.5	Cc1oc(-c2ccccc2F)nc1CS(=O)(=O)CC(=O)NC1CCCC(C)C1C (centres undefined)
11	0	-7	1	6	-0.9	104	-2	-1	5	x	CC(=O)NC(C)Cc1cn(Cc2ccccc2)c2ccccc12 (centres undefined)
12	1	3	-1	20	-3.8	x	-1	-1	17	4.0	Cc1onc(-c2ccccc2Cl)c1C(=O)Nc1ccccc1
13	-4	1	x	-8	-3.2	x	1	0	13	0.2	Cc1cc(C)n2nc(C(=O)OCC(=O)Nc3ccc(C)c(S(=O)(=O)N(C)C)c3)nc2n1
14	-5	-1	3	56*	1.7	100	0	11	-9	-0.1	O=C(COc1ccccc1Br)NC(=O)NC1CCCC1
15	1	-4	-3	17	-1.7	105	-2	-2	11	-1.3	CC1(c2ccccc2)NC(=O)N(CC(=O)Nc2ccc(S(=O)(=O)Nc3ncccn3)cc2)C1=O (centres undefined)
16	2	-12	-3	2	-3.4	125	-5	2	16	-1.4	c1ccc(-c2cnc(-c3ccccc3)nc2)cc1

(further entries)
No.	cardiac RTF act	Cardiac RTF inh	V-ATPase pH	Arrestin-AP2 inh	OPRM1-OPRD1 ag	Pemphigus Ab inh	Keap1 Nrf2 FP	Wnt bcat act	OPRM1-OPRD1 inv	LANA DNA inh	SMILES
17	-4	-3	0	1	5.8	100	2	-2	-30	0.0	C=C(C)COc1ccc(-c2nc(N)ncc2-c2ccccc2OC)c(O)c1
18	1	-11	-3	-5	3.8	96	-1	x	-22	-0.6	Cc1nn(-c2nc3ccccc3s2)c(N)c1Sc1ccc(F)cc1
19	-4	-10	0	-1	-2.3	x	-8	-2	12	-0.4	CCn1ccnc1CN(C)C(=O)c1cc(COc2ccc(-n3cncn3)cc2)on1
20	-12	-3	-2	0	-2.2	96	4	-4	14	-0.4	COc1ccc(C(CNC(=O)c2ccc(NS(=O)(=O)c3ccc(F)c(C)c3)cc2)N2CCOCC2)cc1 (centres undefined)
21	-5	1	0	-5	-1.4	94	-2	-6	8	-0.2	O=c1cc(CSc2nnnn2-c2ccccc2)nc2nc[nH]n12
22	0	-11	4	9	1.4	104	2	x	-7	-1.5	NNC(=O)c1cn2ccccc2n1
23	-7	-3	0	25	-4.5	107	-1	0	24	0.8	CC(C)[C@H](NC(=O)c1ccccc1)C(=O)NCCc1ccccc1
24	3	8	-1	-3	-0.8	103	-16	0	4	-1.8	COc1ccc(-n2c(=O)c(NC(=O)c3ccccc3)c3n(c2=S)CCCCC3)cc1

The last 3 compounds of the section above open the next one.
No.	cardiac RTF act	Cardiac RTF inh	V-ATPase pH	Arrestin-AP2 inh	OPRM1-OPRD1 ag	Pemphigus Ab inh	Keap1 Nrf2 FP	Wnt bcat act	OPRM1-OPRD1 inv	LANA DNA inh	SMILES
22	0	-11	4	9	1.4	104	2	x	-7	-1.5	NNC(=O)c1cn2ccccc2n1
23	-7	-3	0	25	-4.5	107	-1	0	24	0.8	CC(C)[C@H](NC(=O)c1ccccc1)C(=O)NCCc1ccccc1
24	3	8	-1	-3	-0.8	103	-16	0	4	-1.8	COc1ccc(-n2c(=O)c(NC(=O)c3ccccc3)c3n(c2=S)CCCCC3)cc1
25	-5	-14	-2	5	-1.4	106	1	x	8	0.6	CCSCCC(NC1=CC(=O)CC(C)(C)C1)C(=O)O (centres undefined)
26	-1	-12	3	14	-1.4	97	-7	-3	7	0.2	Cc1ccc(N(CC(=O)NCC2CCCO2)C(=O)CCC(=O)Nc2ccccn2)cc1 (centres undefined)
27	-8	-1	0	-2	-0.7	x	-1	-6	3	-0.7	O=C(Nc1ccc(COc2ccccc2)cc1)Oc1ccccc1N1CCOCC1
28	-3	0	-1	-13	-3.5	x	-9	1	17	2.7	CCc1ccc(-c2cn3nc(-c4ccccc4)cnc3n2)cc1
29	-6	-3	6	-10	-2.9	100	-6	0	14	-1.0	CC(C(=O)NCc1ccccc1Cl)n1cc([N+](=O)[O-])cn1 (centres undefined)
30	8	-7	-5	5	-1.5	98	-7	-1	7	0.9	COc1cc(CN2CCN(C(=O)c3cccc4ccccc34)CC2)cc(OC)c1O
31	-1	-7	-1	-1	0.4	x	2	x	-2	0.6	COc1ccc(S(=O)(=O)Nc2ccc(S(=O)(=O)Nc3ccc(F)cc3)cc2)cc1C
32	x	x	1	-31	x	106	x	2	x	x	CCNc1c([N+](=O)[O-])c(=O)n(CC)c2ccccc12

Remaining list, next part:
No.	cardiac RTF act	Cardiac RTF inh	V-ATPase pH	Arrestin-AP2 inh	OPRM1-OPRD1 ag	Pemphigus Ab inh	Keap1 Nrf2 FP	Wnt bcat act	OPRM1-OPRD1 inv	LANA DNA inh	SMILES
33	3	-1	1	15	-1.6	99	0	x	9	-1.4	Cc1nc2ccccc2n1CC(=O)OCC(=O)Nc1ccc2c(c1)OCCO2
34	3	-7	4	7	-1.6	99	-9	3	9	-2.5	CCCC(CCC(=O)Nc1ccn(-c2ccccc2)n1)C(=O)O (centres undefined)
35	5	-6	-5	10	-1.6	107	0	x	9	-1.4	CCOc1ccc(OCc2ccc(C(=O)NCc3cccnc3)o2)cc1
36	-3	-8	-1	24	-2.4	102	-2	-1	12	0.6	CON(C)S(=O)(=O)c1cccc(C(=O)Nc2ccc(S(=O)(=O)NC3=NCCCCC3)cc2)c1
37	1	-4	1	-5	-1.5	106	-3	1	10	-1.3	CCN(CC(=O)Nc1ccc(NC(C)=O)cc1)C(=O)c1cccc(S(=O)(=O)N2CCCC2)c1
38	0	-2	-1	6	-0.9	x	3	x	5	1.7	O=C(CN1C(=O)c2ccccc2S1(=O)=O)NCc1ccccn1
39	1	-8	-2	3	2.4	x	-3	-7	-11	1.0	CCOC(=O)c1c(-c2ccc(C)o2)csc1NC(=O)CN1CCCCC1
40	1	0	-4	4	-2.2	116	u	0	13	1.0	N=c1c(S(=O)(=O)c2ccc(Cl)cc2)cc2c(=O)n3ccccc3nc2n1C1CCCC1

Laid out differently: entries from further up
Fields – cardiac RTF act, Cardiac RTF inh, V-ATPase pH, Arrestin-AP2 inh, OPRM1-OPRD1 ag, Pemphigus Ab inh, Keap1 Nrf2 FP, Wnt bcat act, OPRM1-OPRD1 inv, LANA DNA inh
38: O=C(CN1C(=O)c2ccccc2S1(=O)=O)NCc1ccccn1
 : 0, -2, -1, 6, -0.9, x, 3, x, 5, 1.7
35: CCOc1ccc(OCc2ccc(C(=O)NCc3cccnc3)o2)cc1
 : 5, -6, -5, 10, -1.6, 107, 0, x, 9, -1.4
33: Cc1nc2ccccc2n1CC(=O)OCC(=O)Nc1ccc2c(c1)OCCO2
 : 3, -1, 1, 15, -1.6, 99, 0, x, 9, -1.4

Molecules shown so far with a COOH group:
No.	cardiac RTF act	Cardiac RTF inh	V-ATPase pH	Arrestin-AP2 inh	OPRM1-OPRD1 ag	Pemphigus Ab inh	Keap1 Nrf2 FP	Wnt bcat act	OPRM1-OPRD1 inv	LANA DNA inh	SMILES
25	-5	-14	-2	5	-1.4	106	1	x	8	0.6	CCSCCC(NC1=CC(=O)CC(C)(C)C1)C(=O)O (centres undefined)
34	3	-7	4	7	-1.6	99	-9	3	9	-2.5	CCCC(CCC(=O)Nc1ccn(-c2ccccc2)n1)C(=O)O (centres undefined)

(further entries)
No.	cardiac RTF act	Cardiac RTF inh	V-ATPase pH	Arrestin-AP2 inh	OPRM1-OPRD1 ag	Pemphigus Ab inh	Keap1 Nrf2 FP	Wnt bcat act	OPRM1-OPRD1 inv	LANA DNA inh	SMILES
41	-4	-4	4	2	1.9	105	2	-4	-8	0.3	CN(CC(=O)Nc1ccccc1Br)C(=O)c1cccc(S(=O)(=O)N2CCc3ccccc32)c1
42	5	2	3	23	-2.5	95	-1	-3	14	0.4	CCOC(=O)c1c(N)sc2c1CCS(=O)(=O)C2
43	2	-6	-1	-1	-0.1	99	3	-1	1	-0.6	O=C(N1CCOCC1)N1CCN(c2ccccc2F)CC1
44	-2	-1	0	-5	-2.1	106	3	x	12	0.7	COc1ccc(-c2csc(Cc3nnc(N4CCOCC4)n3-c3ccccc3)n2)cc1
45	6	-11	2	0	1.2	108	-5	-2	-6	-1.8	O=C1CCN(Cc2ccccc2)CCN1[C@H](CSc1ccccc1)Cc1ccccc1
46	-4	-4	3	0	-0.4	x	-2	x	2	0.0	c1ccc(Cn2nnnc2C(c2ccccc2)N2CCN(c3nc4ccccc4s3)CC2)cc1 (centres undefined)
47	-5	-8	-4	4	-0.2	93	1	-2	1	-1.6	CCOC(=O)N1CCN(C(=O)CCc2ccc(S(=O)(=O)NCCc3ccccc3)cc2)CC1
